Screening results: PubChem, National Center for Advancing Translational Sciences (NCATS)
Tb PGK inh – qHTS Assay to Find Inhibitors of Phosphoglycerate Kinase. PGK/GAPDH coupled, Kinase-Glo luminescence, 60 min. Potency, µM (doses to about 57.5 µM), without a hit: top-dose activity change, negative = inhibition, usual class: inhibitors. actives 0.043% (n = 380,000). AID 602233, 2012; note: potency is the fitted concentration of half-maximal effect; % is set by controls: 0 for no effect and ±100 for the full control effect; nearly all actives have a fitted effect of over 60% in size
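Recombinant glycosomal PGK reaction used 1,3-bisphosphoglycerate generated in-well by GAPDH (100nM final) in 100mM TEA pH 7.6, 5mM MgCl2, 0.01% Tween-20. After 60 minutes at room temperature, ATP was read by Kinase-Glo Plus luminescence end-point.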
HP1b binding inh – HTS for Inhibitors of HP1-beta Chromodomain Interactions with Methylated Histone Tails; Chromobox protein homolog 1 (Homo sapiens), P83916; AlphaScreen HP1-beta / biotin-H3K9me3 peptide binding; Potency, µM (top dose mostly 114 µM), without a hit: at the top dose activity change, negative = inhibition, hits mostly inhibitors; actives 0.56% (n = 390,000); AID 540317, 2011; note: potency is the fitted concentration of half-maximal effect; nearly all actives have a fitted effect of over 70% in size; inactives centre near 23
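HP1-beta protein (50 nM final) preincubated 30 min at room temperature with biotinylated H3(1-18)K9me3 peptide (50 nM) in PBS pH 7.4, 0.01% Tween-20, then compound added for 30 min. AlphaScreen streptavidin donor/nickel chelate acceptor beads (10 ug/mL final), 30 min dark, luminescence read.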
GLS inh – qHTS for Inhibitors of Glutaminase (GLS). AID 624170, 2012. Glutaminase kidney isoform, mitochondrial (Homo sapiens), O94925. Potency, µM (titrated, usually from 45.5 µM), for inactives: at the top dose activity change, negative = inhibition, usual class: inhibitors. actives 0.21% (n = 410,000). GLS enzymatic activity, qHTS titration; note: potency is the fitted concentration of half-maximal effect; % is set by controls: 0 for no effect and ±100 for the full control effect
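Two-point fluorescence kinetic (t0, 30 min RT) for hKGA; glutamate detected via glutamate oxidase–HRP–Amplex Red. Substrate: 1 mM L-glutamine solution; buffer 45 mM KH2PO4, pH 8.2.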
rTrxR1 inhibitor – qHTS Assay for Inhibitors of Mammalian Selenoprotein Thioredoxin Reductase 1 (TrxR1): qHTS; Thioredoxin reductase 1, cytoplasmic (Rattus norvegicus), O89049; recombinant rTrxR1, NADPH fluorescence consumption, selenite substrate; Potency, µM (top dose mostly 114 µM), without a hit: at the highest dose activity change, negative = inhibition, most hits filed as inhibitors; actives 1% (n = 390,000); AID 588453, 2011; note: potency is the fitted concentration of half-maximal effect; % is set by controls: 0 for no effect and ±100 for the full control effect; nearly all actives have a fitted effect of over 65% in size
Target sequence (O89049 whole entry, looked up): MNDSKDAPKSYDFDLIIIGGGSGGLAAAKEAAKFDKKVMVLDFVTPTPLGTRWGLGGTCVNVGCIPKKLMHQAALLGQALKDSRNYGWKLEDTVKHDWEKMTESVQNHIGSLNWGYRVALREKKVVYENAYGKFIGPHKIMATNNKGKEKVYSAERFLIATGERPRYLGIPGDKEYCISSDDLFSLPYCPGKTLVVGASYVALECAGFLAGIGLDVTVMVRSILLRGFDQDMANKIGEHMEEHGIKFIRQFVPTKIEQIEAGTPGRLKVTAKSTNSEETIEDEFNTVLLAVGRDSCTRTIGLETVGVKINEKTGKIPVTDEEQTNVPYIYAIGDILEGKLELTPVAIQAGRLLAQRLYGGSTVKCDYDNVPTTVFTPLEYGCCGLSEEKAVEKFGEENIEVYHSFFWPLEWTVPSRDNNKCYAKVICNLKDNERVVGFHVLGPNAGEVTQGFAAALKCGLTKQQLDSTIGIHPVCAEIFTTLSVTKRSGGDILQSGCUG
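Rat TrxR1 (90 nM in the dispensed reagent) was pre-reduced with 400 uM NADPH for 5 min at room temperature, then incubated with compound for 15 min. After 400 uM selenite was added, NADPH fluorescence (Ex 340/Em 450 nm) was followed for 8 min.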
mIDH1 inhibitor – qHTS for Inhibitors of mutant isocitrate dehydrogenase 1 (IDH1): qHTS; Isocitrate dehydrogenase [NADP] cytoplasmic (Homo sapiens), O75874; IDH1-R132H enzyme, NADPH consumption, diaphorase/resazurin fluorescence; Potency, µM (top dose mostly 76.6 µM), for inactives: at the top dose activity change, negative = inhibition, hits mostly inhibitors; actives 0.093% (n = 390,000); AID 602179, 2012; note: potency is the fitted concentration of half-maximal effect; % is set by controls: 0 for no effect and ±100 for the full control effect; nearly all actives have a fitted effect of over 65% in size
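IDH1-R132H (0.5 ug/mL) preincubated 30 min with compound, then NADPH (0.016 mM) and alpha-KG (2 mM) added; 80 min at RT, pH 7.5. Remaining NADPH coupled via diaphorase/resazurin to fluorescence (540/590 nm); concentration-response curves normalized to no-enzyme control.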
PI4K2A block – qHTS for small molecular inhibitors of PI4K2A. AID 1346378, 2018. Phosphatidylinositol 4-kinase type 2-alpha (Homo sapiens), Q9BTU6. activity change, negative = inhibition, % at 76.9 µM. purified PI4K2A, ADP-Glo luminescence, 1 h; stronger effect = lower value. actives 0.13% (n = 420,000); in the data active = activity change below about -50%; inconclusive = mostly about -30% to -49%;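 note: -100% = wells without enzyme as full effect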
Target sequence (Q9BTU6 whole entry, looked up): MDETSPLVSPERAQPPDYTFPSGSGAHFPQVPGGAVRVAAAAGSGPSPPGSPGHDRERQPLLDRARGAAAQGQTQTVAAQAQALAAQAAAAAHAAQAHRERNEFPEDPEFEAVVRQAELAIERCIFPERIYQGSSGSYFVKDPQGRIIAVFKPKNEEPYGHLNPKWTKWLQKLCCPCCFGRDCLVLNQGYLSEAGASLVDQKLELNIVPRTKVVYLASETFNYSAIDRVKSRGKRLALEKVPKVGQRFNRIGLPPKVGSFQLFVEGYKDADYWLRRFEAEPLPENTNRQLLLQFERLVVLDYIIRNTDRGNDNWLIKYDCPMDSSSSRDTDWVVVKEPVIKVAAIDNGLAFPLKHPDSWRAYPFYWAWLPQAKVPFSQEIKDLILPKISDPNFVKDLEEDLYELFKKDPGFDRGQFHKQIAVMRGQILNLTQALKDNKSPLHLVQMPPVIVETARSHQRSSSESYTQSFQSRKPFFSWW
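In this quantitative HTS, ADP production by PI4K2A was quantified luminescently after 1 h at ambient temperature; 100 microM adenosine served as plate-quality control.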
USP1 inh – Inhibitors of USP1/UAF1: Primary Screen; actives 0.23% (n = 390,000); Potency, µM (series often up to 57.1 µM), without a hit: top-dose activity change, negative = inhibition, usual class: inhibitors; AID 743255, 2014; recombinant USP1/UAF1, Ub-Rhodamine cleavage fluorescence; note: potency is the fitted concentration of half-maximal effect; % is set by controls: 0 for no effect and ±100 for the full control effect; nearly all actives have a fitted effect of over 60% in size; inactives centre near -12
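In this screen, compounds sit with the deubiquitinase complex (1nM) for 15 min at room temperature before Ub-Rho is added at 150nM final. Fluorescence rise is then followed for 6 reads every 60 seconds.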
Pin1 inhibitor – qHTS Assay to Find Inhibitors of Pin1; Pin1 FP peptide displacement, HiFluor488, 10 min; actives 0.009% (n = 390,000); AID 504891, 2011; Potency, µM (series often up to 115 µM), inactives show at the highest dose activity, negative = inhibition, actives largely listed as inhibitors; active = well fitted inhibition curve with a large enough effect in the polarisation, with a control signal flat, not every such curve was filed as active; inconclusive = small, poorly fitted or top-dose-only effect, or effect the other way, or a change in a side signal; inactive = no such curve, though single readings can be large or run the other way; the % refers to the polarisation; note: potency is the fitted concentration of half-maximal effect; % is set by controls: 0 for no effect and ±100 for the full control effect
TrxR1 substrate – qHTS Assay for Substrates of Mammalian Selenoprotein Thioredoxin Reductase 1 (TrxR1): qHTS | Thioredoxin reductase 1, cytoplasmic (Rattus norvegicus), O89049 | purified TrxR1 substrate turnover, NADPH consumption readout | Potency, µM (series often up to 114 µM), inactives show at the highest dose activity change, negative = substrate turnover | actives 0.01% (n = 390,000) | AID 588456, 2011; note: potency is the fitted concentration of half-maximal effect; % is set by controls: 0 for no effect and ±100 for the full control effect; nearly all actives have a fitted effect of over 50% in size
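Rat TrxR1, dispensed at 90 nM, was prereduced with 400 uM NADPH (final) for 5 min at ~22 deg C, then incubated with compound 15 min before 400 uM selenite. A first-read NADPH fluorescence drop versus no-compound background flagged substrates.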
Starred values were filed as active, the others as inactive; i = inactive; ? = inconclusive; . = not tested or not shown; [ ] = remark or other dose. Unless noted, calls come from the whole dose curve; as a rule, active = well fitted curve in the direction sought with a large enough effect; inconclusive = small, poorly fitted or top-dose-only effect, or another doubt; inactive = no such curve, though single readings can be large; an effect the other way counts as inactive or inconclusive. Not all compounds are listed; the hit share may differ from the screen's.

molecule | Tb PGK inh | HP1b binding inh | GLS inh | rTrxR1 inhibitor | mIDH1 inhibitor | PI4K2A block | USP1 inh | Pin1 inhibitor | TrxR1 substrate
Cn1c(=O)c2c(ncn2CCCC(=N)N2CCOCC2)n(C)c1=O | -4% | -8% | 1% | 11%[57.1 µM] | -2% | 1 | -11% | 2% | 1%[57.1 µM]
Cc1nn(-c2ccccc2)c2c1cc1c(=O)n(C)c(=O)nc-1n2-c1ccccc1F | -3% | 46%[activator] | -8% | 64%[activator] | 1% | 0 | -23% | -2% | 829%[activator]
COc1ccc(Cl)cc1Nc1cc(C)nc2nc(-c3ccccc3C)nn12 | -10% | 51%[activator] | -1% | 5% | 0% | 0 | -18% | -4% | 5%
CCOc1ccc(C2N3CC4(C(C)C)CN2CC(C(C)C)(C3)C4=O)cc1OC (centres undefined) | -2% | 22% | -3% | 25% | -15% | -1 | -5% | -1% | 3%
CCCCN(Cc1ccc(C(=O)N[C@H](C(=O)O)C(C)C)cc1)C(=O)C(c1ccccc1)c1ccccc1 | -6% | -21% | 14% | 15%[57.1 µM] | 5% | -5 | -8% | -5% | 12%[57.1 µM]
Cc1onc(C(=O)N2C(C)CCCC2C)c1[N+](=O)[O-] (centres undefined) | 2% | 31% | -2% | 21% | 3% | -3 | -11% | -8% | 8%
CC1CN(C(=O)CCc2cc(C(C)(C)C)c(O)c(C(C)(C)C)c2)CC(C)O1 (centres undefined) | 4% | 52%[activator] | -11% | 11% | -1% | -8 | -27% | -1% | 0%
CC(C)N1CCC(N2CCN(C3CCCC3)CC2CCO)CC1 (centres undefined) | -9% | 39%[activator] | -14% | 32%[57.1 µM] | 3% | -5 | -7% | 2% | -10%[57.1 µM]

Of the compounds above, three contain four or more nitrogen atoms:
molecule | Tb PGK inh | HP1b binding inh | GLS inh | rTrxR1 inhibitor | mIDH1 inhibitor | PI4K2A block | USP1 inh | Pin1 inhibitor | TrxR1 substrate
Cn1c(=O)c2c(ncn2CCCC(=N)N2CCOCC2)n(C)c1=O | -4% | -8% | 1% | 11%[57.1 µM] | -2% | 1 | -11% | 2% | 1%[57.1 µM]
Cc1nn(-c2ccccc2)c2c1cc1c(=O)n(C)c(=O)nc-1n2-c1ccccc1F | -3% | 46%[activator] | -8% | 64%[activator] | 1% | 0 | -23% | -2% | 829%[activator]
COc1ccc(Cl)cc1Nc1cc(C)nc2nc(-c3ccccc3C)nn12 | -10% | 51%[activator] | -1% | 5% | 0% | 0 | -18% | -4% | 5%

Other results
molecule | Tb PGK inh | HP1b binding inh | GLS inh | rTrxR1 inhibitor | mIDH1 inhibitor | PI4K2A block | USP1 inh | Pin1 inhibitor | TrxR1 substrate
COc1ccc(NC(=O)c2cc(C)on2)cc1OC | -7% | 22% | -5% | 13% | 11% | -8 | -9% | -8% | 4%
O=C(COC(=O)c1cccs1)NCCC1=CCCCC1 | -9% | 4% | 9% | 6%[57.1 µM] | 0% | 0 | -21% | 1% | 13%
Cc1ccccc1N1CCN(S(=O)(=O)CC23CCC(CC2=O)C3(C)C)CC1 (centres undefined) | i | 27% | -5% | -6% | -5% | 3 | -12% | 10% | -13%
Cc1nc(SCC(=O)CC(=O)OC(C)C)c(C#N)c(C)c1C | -1% | 66%[activator] | 1% | ? | 11% | -3 | -19% | 7% | -3%
CCCn1c(SCC(=O)c2ccc3c(c2)OCCO3)nc2c1c(=O)n(C)c(=O)n2C | . | 30% | 4% | 21% | 0% | 0 | -7% | 8% | 13%
COc1nn(-c2ccccc2)c(=O)c(Cl)c1Cl | -8% | 22% | 3% | ? | 8% | 2 | ? | -6% | 6%[57.1 µM]
CN(C)N=C1c2cc(S(=O)(=O)N(C)C)ccc2-c2ccc(S(=O)(=O)N(C)C)cc21 | -3% | 4% | -2% | 4% | -9% | 7 | ? | -12% | -3%
COc1cccc(CNCCCSc2nnnn2C)c1OC | -9% | 49%[activator] | -4% | -11% | 17% | -1 | -10% | -9% | -5%

(more compounds)
Screens in order – Tb PGK inh	HP1b binding inh	GLS inh	rTrxR1 inhibitor	mIDH1 inhibitor	PI4K2A block	USP1 inh	Pin1 inhibitor	TrxR1 substrate
- CN(C1CCCCC1)C(CNS(=O)(=O)c1ccc(Cl)cc1)c1ccccc1 (centres undefined)
→ -3%	26%	-8%	17%	-7%	7	?	-2%	6%
- Cc1ccc(S(=O)(=O)N2CC(=O)Nc3ccccc32)c(C)c1NS(C)(=O)=O
→ -3%	98%[activator]	-7%	6%	7%	1	-17%	2%	2%
- CCOc1ccc(NC(=O)c2c(NC(=O)CN3CCCC3)sc3c2CCC3)cc1
→ -9%	16%	18%	-14%	0%	-2	-20%	-1%	1%
- COc1ccc2oc(C(=O)OC(C)C(=O)N(C)c3ccccc3)c(C)c2c1 (centres undefined)
→ 3%	11%	2%	-18%	1%	-1	-6%	-1%	38%[activator]
- Cc1ccc(N(CC(=O)NC2CC2)S(=O)(=O)c2ccccc2)c(C)c1
→ 0%	38%	-2%	30%	16%	-3	-17%	-4%	4%
- CC(=O)c1ccc(NC(=O)Cc2cccs2)cc1
→ -19%	-16%	1%	7%	3%	-11	3%	?	8%
- CC1CCCC(NC(=O)COC(=O)[C@@H](NC(=O)c2ccccc2Cl)C(C)C)C1C (some centres undefined)
→ -3%	41%[activator]	12%	4%	4%	-3	1%	3%	-6%
- COc1ccc(S(=O)(=O)N(c2onc(C)c2Cl)S(=O)(=O)c2ccc(OC)c(OC)c2)cc1OC
→ 2%	32%	1%	4%	6%	-10	-2%	3%	0%
- O=C(Nc1ccccc1)Nc1nnc(-c2ccccc2)s1
→ -10%	36%	0%	26%	1%	0	2%	1%	0%
- Cn1nnc2cc(C(=O)N3CCCCCC3)ccc21
→ -1%	35%	2%	-7%	3%	1	-15%	0%	-2%
- COc1ccccc1-c1nnc(SC2CCc3ccccc3NC2=O)s1 (centres undefined)
→ -5%	12%	8%	30%	4%	4	-16%	22%	24%
- CCC(=O)N1CCCc2cc(S(=O)(=O)N3CCN(C4CCCCC4)CC3)ccc21
→ 4%	11%	-1%	-14%	7%	4	-19%	-6%	-8%
- CCNC(=O)c1c(O)c2ccccc2[nH]c1=O
→ -5%	11%	-1%	-8%	0%	-3	4%	-4%	112%[activator]
- COc1ccc(NC(=O)N2CCCC2C(=O)Nc2ccc(C)cc2)cc1 (centres undefined)
→ 2%	12%	10%	1%[57.1 µM]	-7%	3	-2%	-1%	-4%[57.1 µM]
- COc1cccc(C2CC(=O)NC3=C2C(=O)CCC3)c1 (centres undefined)
→ -4%	49%[activator]	-9%	1%[57.1 µM]	13%	-1	-21%	6%	-10%[57.1 µM]
- C(=C\c1ccccc1)/C=N/Nc1nc2ccccc2s1
→ .	37%	2%	13%	8%	3	?	?	5%
- Cc1cccc(NC(=O)c2ncn3c2C(=O)N(C)CC3)c1
→ -1%	.	-1%	.	-3%	7	-23%	.	.
- CCOc1ccc(-n2c(SCC(=O)Nc3ccc(C(=O)O)cc3)nc3ccccc3c2=O)cc1
→ 0%	31%	18%	12%	-13%	0	-8%	-14%	1%
- COc1cc(-c2nnc(NC(=O)CS(=O)(=O)c3ccc(F)cc3)o2)cc(OC)c1OC
→ -8%	19%	2%	4%	7%	-5	-21%	-3%	-1%
- CN1CCN(c2ccc(NC(=S)NC(=O)/C=C/c3ccco3)cc2)CC1
→ -2%	-21%	5%	-22%	19%	-6	-22%	3%	-8%
- Cc1ccc(C(=O)O)cc1NC(=O)Nc1ccc2c(c1)OCO2
→ 0%	53%[activator]	14%	16%[57.1 µM]	0%	5	-19%	2%	4%[57.1 µM]
- O=C(NCc1ccco1)c1ccc2snnc2c1
→ -6%	11%	-1%	-24%[57.1 µM]	-1%	-4	-7%	5%	11%[57.1 µM]
- Cc1ccccc1OCCC(=O)OCC(=O)N1c2ccccc2NC(=O)C1(C)C
→ -12%	27%	-1%	18%	12%	2	-15%	?	8%
- CCOC(=O)C1=C(O)/C(=C/c2ccc(-c3ccccc3C(=O)O)o2)SC1=Nc1ccc(C)cc1
→ -13%	-15%	?	?	?	-18	-22%	27%	-21%
